Screening results deposited in PubChem BioAssay by The Scripps Research Institute Molecular Screening Center.
SRC1 TRFRET art = flags TR-FRET format artefacts in PPARgamma SRC-1 recruitment agonist screen; TR-FRET detection artefact counter-screen, emission ratio; stronger effect = higher value; TR-FRET ratio at 8 µM; 0.34% of 99,000 active; AID 1051; in the data active means TR-FRET ratio above about 2300; further: inactives centre near 1800; reference of the scale not given here
SRC3 TRFRET art = TR-FRET artefact, counter-screen to PPARgamma/SRC-3 agonist assay; 0.39% of 99,000 active; PPARgamma/SRC-3 format; stronger effect = higher value; TR-FRET ratio at 8 µM; AID 1048; in the data active means TR-FRET ratio above about 2000; further: inactives centre near 1600; reference of the scale not given here
* marks the source's active call; other numbers are inactive results.

SMILES	SRC1 TRFRET art	SRC3 TRFRET art
COc1ccc(Cl)cc1NC(=O)C(OC)c1ccccc1 (stereo unspecified)	1733	1565
COc1ccccc1N=Nc1[nH]c2ccc(C)cc2c1O	1808	1621
O=S(=O)(Cc1ccccc1)N1CCCc2ccccc21	1646	1552
O=C(/C=C/c1cccc([N+](=O)[O-])c1)n1cnc2ccccc21	1535	1241
COc1ccc(/C=N/Nc2nc(NCc3ccco3)nc(Nc3ccc(OC)cc3)n2)cc1	1542	1378
CC(=O)NS(=O)(=O)c1cccnc1Nc1cccc(Cl)c1C	1839	1535
COc1ccc2oc(-c3ccco3)cc(=O)c2c1	1939	1638
O=C(O)CCc1nn2c3ccccc3n(Cc3ccccc3)c2nc1=O	1619	1757
CCOC(=O)N1CCC(=NNC(N)=O)CC1	1812	1381
COCCn1c(C)cc(C(=O)COC(=O)/C=C/c2cccc(OC)c2)c1C	1746	1483
Cc1onc(-c2ccccc2)c1C(=O)N(Cc1ccco1)Cc1cccs1	1391	1472
COc1ccccc1N1CCN(S(=O)(=O)c2ccc(-n3cnnn3)c(C)c2)CC1	1956	1396
Cc1ccccc1NC(=O)Cn1c(O)c(N=NC(=O)c2ccccc2O)c2ccccc21	1860	1552
CC(C)(C)NC(=O)COC(=O)c1ccc(Cl)nc1	1764	1699
O=C(O)C1=C[C@@H](C2CCCCC2)C[C@@H](OCCCCO)O1	1556	1561
O=C(Nc1ccc(F)cc1F)c1cncc(Br)c1	1683	1577
CC(C)c1ccc(OCc2cccc(C(=O)N/N=C/c3cccnc3)c2)cc1	1507	1418
Clc1ccc(/C=N/NC2=Nc3cccc4cccc2c34)cc1	1698	1578
COc1ccc([N+](=O)[O-])cc1N(CC(=O)O)S(C)(=O)=O	1573	1406
Cc1cc2cc(CN(CC3CCCO3)C(=S)NCc3ccco3)c(=O)[nH]c2cc1C (stereo unspecified)	1897	1755
COc1ccc(-n2cc(CN3CCC(OC)CC3)c(-c3cccc(F)c3)n2)cc1	1580	1515
C/C(=C/C(=O)N1CCc2ccccc21)C(=O)O	1875	1608
Cc1ccc(C(=O)CNc2cccc(Cl)c2)cc1	1844	1565
CC(=O)Nc1ccccc1C(=O)C(=O)Nc1ccccc1	1833	1603
COc1cc(NC(=O)Cc2cccs2)c(C(=O)O)cc1OC	1942	1847
O=C(COc1ccc(Cl)cc1Cl)NCC(=O)N/N=C/c1c[nH]c2ccccc12	1834	1512
CC(C)CCNC(=O)CNC(=S)N(CCCN1CCOCC1)Cc1cccs1	1784	1617
COc1ccccc1N1C(C)=CC(=C(C#N)c2nc3ccccc3s2)C=C1C	1583	1640
Cc1cccc(C)c1NC(=O)CN(C)C(=O)/C=C/c1cccs1	1800	1734
CSCCC(NS(=O)(=O)c1cc(C(=O)O)ccc1Cl)C(=O)O (stereo unspecified)	1886	1661
Cc1nn(C)c(C)c1/C=C/C(=O)O	1890	1615
CCN(CC)C(=O)CSc1nnc(CCN)o1	1816	1485
Cc1cccc(NC(=O)CC23CC4CC(C2)CC(n2nnc(C)n2)(C4)C3)c1	1874	1585
COc1ccc(N2CCN(CC(=O)NC(=O)NCc3ccco3)CC2)cc1	1969	1667
O=C(COC(=O)/C=C/c1ccc([N+](=O)[O-])cc1)NCC1CCCO1 (stereo unspecified)	1712	1449
O=C(NCC(=O)N1CCN(S(=O)(=O)/C=C/c2ccccc2)CC1)c1ccccc1F	1846	1593
CC(=O)N1CC2(NC(=O)c3ccccc3N2)c2ccccc21 (stereo unspecified)	1948	1559
CCO[C@@H]1OC(C(=O)N2CCN(Cc3ccccc3)CC2)=C[C@H](c2coc3ccccc3c2=O)[C@H]1CCCO	1486	1589
COc1ccccc1NC(=O)C(=O)N(c1cccnc1)C(C(=O)NC(C)(C)C)c1ccccc1F (stereo unspecified)	1662	1392
Cc1ccc(Nc2nc(CSc3nnc(-c4ccc(F)cc4)n3C)cs2)cc1	2292	1543
Cc1c(C(=O)c2ccccc2)c2ccccn2c1CCc1ccccn1	2047	1631
O=C(COC(=O)CNS(=O)(=O)c1c(Cl)cccc1Cl)Nc1cccnc1Cl	1711	1432
COc1ccc(Cc2noc(CN(C)C3CC(C)(C)NC(C)(C)C3)n2)cc1OC	1677	1596
N#C/C(=C\c1cccs1)C(=O)NCc1ccco1	1526	1473
COc1c(C)cc(C(=O)C2CCCN(S(=O)(=O)c3c(C)noc3C)C2)cc1C (stereo unspecified)	1849	1623
O=C(O)CSc1c2c(nc3cc(C(=O)N4CCCC4)ccc13)CCCC2	1966	1613
CCNc1nc(-c2ccc(Cl)cc2)cs1	1962	1660
Cc1cc(-c2nc3cccnc3s2)ccc1NS(=O)(=O)c1cccs1	2073	1627
COc1ccc(-n2nc([N+](=O)[O-])c(=NCCc3cccc(C)c3)n2O)cc1	1568	1464
COc1ccc(CN(C)CC(=O)NC(=O)NCc2ccccc2)c(OC)c1	1726	1717

A run of entries from the list above, for reference:
SMILES	SRC1 TRFRET art	SRC3 TRFRET art
CSCCC(NS(=O)(=O)c1cc(C(=O)O)ccc1Cl)C(=O)O (stereo unspecified)	1886	1661
Cc1nn(C)c(C)c1/C=C/C(=O)O	1890	1615
CCN(CC)C(=O)CSc1nnc(CCN)o1	1816	1485
Cc1cccc(NC(=O)CC23CC4CC(C2)CC(n2nnc(C)n2)(C4)C3)c1	1874	1585
COc1ccc(N2CCN(CC(=O)NC(=O)NCc3ccco3)CC2)cc1	1969	1667
O=C(COC(=O)/C=C/c1ccc([N+](=O)[O-])cc1)NCC1CCCO1 (stereo unspecified)	1712	1449
O=C(NCC(=O)N1CCN(S(=O)(=O)/C=C/c2ccccc2)CC1)c1ccccc1F	1846	1593
CC(=O)N1CC2(NC(=O)c3ccccc3N2)c2ccccc21 (stereo unspecified)	1948	1559
CCO[C@@H]1OC(C(=O)N2CCN(Cc3ccccc3)CC2)=C[C@H](c2coc3ccccc3c2=O)[C@H]1CCCO	1486	1589
COc1ccccc1NC(=O)C(=O)N(c1cccnc1)C(C(=O)NC(C)(C)C)c1ccccc1F (stereo unspecified)	1662	1392
Cc1ccc(Nc2nc(CSc3nnc(-c4ccc(F)cc4)n3C)cs2)cc1	2292	1543
Cc1c(C(=O)c2ccccc2)c2ccccn2c1CCc1ccccn1	2047	1631
O=C(COC(=O)CNS(=O)(=O)c1c(Cl)cccc1Cl)Nc1cccnc1Cl	1711	1432
COc1ccc(Cc2noc(CN(C)C3CC(C)(C)NC(C)(C)C3)n2)cc1OC	1677	1596
N#C/C(=C\c1cccs1)C(=O)NCc1ccco1	1526	1473
COc1c(C)cc(C(=O)C2CCCN(S(=O)(=O)c3c(C)noc3C)C2)cc1C (stereo unspecified)	1849	1623
O=C(O)CSc1c2c(nc3cc(C(=O)N4CCCC4)ccc13)CCCC2	1966	1613
CCNc1nc(-c2ccc(Cl)cc2)cs1	1962	1660

New compounds follow.
SMILES	SRC1 TRFRET art	SRC3 TRFRET art
CC(C)CC1c2[nH]c3ccccc3c2CCN1C(=O)c1cnccn1 (stereo unspecified)	1768	1749
O=C(CN1CCCCCC1)NCCN1C(=O)S/C(=C\c2ccccc2Cl)C1=O	1816	1639
Cc1cc(=O)n2c(C(=O)Nc3ccc(C)c(C)c3)c(C(=O)Nc3ccccc3)sc2n1	1757	1463
COC(=O)C1CCN(Cc2ccc(OCCCN3CCN(c4ccc([N+](=O)[O-])cc4)CC3)cc2)CC1	1739	1633
O=C(NCc1ccccc1)NC(O)C(Cl)(Cl)Cl (stereo unspecified)	1792	1523
COCCOC(=O)c1c(NC(=O)CSc2cccc[n+]2[O-])sc(C(N)=O)c1C	1675	1605
CNS(=O)(=O)c1ccc(C(C)(C)C)cc1	1682	1666
CNC(=S)NCCc1ccc(OC)cc1	1619	1545
O=C(O)c1cccc(N/N=C/c2cccnc2)c1	2028	1559
CCS(=O)(=O)c1nc2ccccc2n1Cc1ccccn1	1621	1581
O=c1cc(-c2ccc([N+](=O)[O-])cc2)nc2cc(-c3ccc(Cl)cc3)[nH]n12	1897	1597
CC(=O)c1ccc(NC(=S)NC(C)c2ccc(Cl)cc2Cl)cc1 (stereo unspecified)	1635	1702
O=C(COc1ccc(Cl)cc1)NCc1cn2cc(Cl)ccc2n1	1974	1744
O=C(CSc1ccc(-c2ccncc2)nn1)N1CCCC1	1837	1553
CC(C)Sc1nc2ccc(N3C(=O)C4CCCCC4C3=O)cc2s1 (stereo unspecified)	1635	1421
CCSc1nnc(Cn2c(=O)sc3ccccc32)n1C	1651	1407
CC(C)C(C)NC(=O)COc1ccc(OCc2ccccc2)cc1 (stereo unspecified)	1818	1831
CCOC(=O)N1CCN(Cc2nc(Cc3cccc(C(F)(F)F)c3)no2)CC1	1580	1694
Cc1ccc(C2=C(c3ccc([N+](=O)[O-])cc3)C(=O)OC2)cc1C	1910	1679
CCN(CC)c1ccc(/C=N/NC(=S)NC)c(O)c1	2053	1693
COC(=O)c1ccc(NC(=O)Cn2nc(C)cc2C)cc1	1678	1503
Cc1ccc(S(=O)(=O)CCc2nnc(NC(=O)c3ccco3)s2)cc1	1709	1456
O=C(O)c1ccc(Oc2c(C(F)(F)F)oc3cc(O)ccc3c2=O)cc1	1808	1478
C#CCCCc1nc2ccccc2c(=O)n1N	1571	1645
O=C1[C@@H]2[C@@H]3C[C@@H]([C@H]4ON=C(c5ccc(Cl)cc5Cl)[C@@H]34)[C@@H]2C(=O)N1C1CCCCC1	1698	1680
Cc1csc(SCC(=O)NC(=O)C2CCCCC2)n1	1712	1520
COc1ccc(Cc2noc(-c3ccccc3)n2)cc1OC	1378	1487
Cc1ccc(N2N=C(c3ccc(Br)cc3)CCC2=O)cc1	1772	1525
CC1(C)CC(Nc2ccc(C(F)(F)F)cc2[N+](=O)[O-])CC(C)(C)N1	1718	1452
COc1cccc(C(O)c2cnc(C(C)C)n2C)c1OC (stereo unspecified)	1983	1567
CCOC(=O)c1ccccc1NC(=O)c1cccc([N+](=O)[O-])c1	1748	1592
CCN(CC)c1ccc(/C=N/O)cc1	1765	1705
COc1ccc(CCC(=O)Nc2ccc(C)c([N+](=O)[O-])c2)cc1	1981	1668
Cc1ccc(O)c(C(=O)CC(=O)c2ccccc2Cl)c1	1900	1758
O=C(CSc1nc2[nH]ncc2c(=O)[nH]1)c1ccc(Cl)cc1	1755	1435
Clc1ccc(Cn2nc(-c3ccccc3)nc2-c2ccccc2)cc1	1699	1495
COc1ccc(-c2csc(C3=C(O)CN(CCCN4CCCC4=O)C3=N)n2)cc1OC	1830	1471
O=C(NC1=C(NC2CCS(=O)(=O)C2)C(=O)c2ccccc2C1=O)c1ccccc1 (stereo unspecified)	2061	1533
CN(C)S(=O)(=O)N1CCC(Oc2ccc(C(=O)NCc3cnn(C)c3)cc2)CC1	1557	1347
O=C(O)c1ccc(N/N=C/c2cccc(F)c2)cc1	1681	1573
Cc1ccc(C(=O)CNc2ccc(F)cc2)cc1	1579	1578
Cc1ccc(NC(=O)CSc2ncc3ccccn23)cc1	1695	1537
CCOc1ccc(-c2csc3ncn(-c4ccc(OC)cc4)c(=O)c23)cc1	1891	1778
O=C(Nc1ccc(N2CCCCCC2)cc1)c1ccccc1Cl	1566	1609
CCOC(=O)N1CCN(S(=O)(=O)c2ccc(C(=O)Nc3nnc(CC)o3)cc2)CC1	1847	1650
COc1ccc(NC2CC(=O)N(c3ccc(C(=O)O)cc3)C2=O)cc1 (stereo unspecified)	1849	1812
CC(C)(C)NC(=O)CN(C(=O)CS(=O)CC(=O)Nc1ccc(F)cc1)c1ccccc1 (stereo unspecified)	1878	1548
Cc1ccc(C)c(N(CC(=O)Nc2ccc(-c3nc4ccc(C)cc4s3)cc2)S(C)(=O)=O)c1	1877	1846
COc1ccc(C(=O)C2CCN(C(=S)NCC3CCCO3)CC2)cc1 (stereo unspecified)	1811	1638
O=C(Cc1ccc2c(c1)OCCO2)N1CCN(c2ccccc2)CC1	1789	1641

The results go on.
SMILES	SRC1 TRFRET art	SRC3 TRFRET art
Cc1c(C)n(CC(O)CN(CCO)CCO)c2ccccc12 (stereo unspecified)	2144	1545
CCOC(=O)c1cc(-c2ccc(OC)cc2)n(CCC(=O)NC2CCN(Cc3ccccc3)CC2)c1C	1606	1680
Cc1ccc(S(=O)(=O)CCC(=O)OCc2ccccc2F)cc1	1921	1558
CCC(C)n1c(=S)[nH]c2ccccc2c1=O (stereo unspecified)	1832	1467
Cc1ccc(NC(=O)CSc2nnc(NC(=O)c3ccc(S(=O)(=O)N4CCOCC4)cc3)s2)cc1	1575	1647
COc1cc2c(cc1OC)CN(Cc1ccc(OC)c(C)c1OC)CC2	1670	1616
COCCSc1ccccc1C(=O)Nc1cc(C)ccn1	1534	1557
COc1ccc(Nc2ccnc(Nc3ccc(OC)cc3)n2)cc1	1945	1602
Cc1cc2nc(C3CCN(C(=S)NCC(C)C)CC3)[nH]c2cc1C	1948	1575
c1ccc(CCCCNCC2COc3ccccc3O2)cc1 (stereo unspecified)	1878	1663
CCn1cc(C(=O)OCC(=O)Nc2c(C)cccc2C)c(=O)c2ccc(C)nc21	1690	1479
O=C(N/N=C/C=C/c1cccc([N+](=O)[O-])c1)C(O)c1ccccc1 (stereo unspecified)	1742	1660
Cc1cc(C(=O)COC(=O)CNC(=O)c2ccc(Cl)c(Cl)c2)c(C)n1Cc1ccco1	1690	1542
CC(CCc1ccccc1)NC(=O)CNC(=O)COc1ccccc1 (stereo unspecified)	1960	1425
COc1cc(S(=O)(=O)Nc2cc(C)cc(C)c2)ccc1F	1759	1494
Cc1cc(/C=C(\C#N)C(=O)NCCc2c[nH]c3ccccc23)c(C)n1C	1502	1420
COc1cccc(/C=C/C(=O)OCC(=O)NCCC2=CCCCC2)c1	1812	1676
O=c1c(Cc2ccc(F)cc2)c(O)ccn1CC1CCCO1 (stereo unspecified)	1702	1346
NS(=O)(=O)c1ccc(CNC(=S)Nc2ccc(F)c(Cl)c2)cc1	1672	1772
C/C(CCN1CCCCc2nc(C)c(C)cc21)=N\O[C@@H](C)c1cn([C@H](CO)Cc2ccccc2)nn1	1721	1416
Cc1ccccc1/C=C\c1nc2ccccc2c(=O)n1Cc1ccccc1	1545	1351
CCCC(=O)NC(=S)Nc1ccc(NC(=O)C(C)C)c(OC)c1	1984	1820
